High-throughput results as filed in PubChem.
Integrin act MD = activators of alpha7 integrin expression for muscular dystrophy | 0.064% of 350,000 active | alpha7betagal myoblasts, beta-gal FDG fluorescence, 48 h | Potency, µM (titrated, usually from 38.3 µM), for inactives: top-dose activation, actives largely listed as activators;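 also: potency is read from the fitted curve at half-maximal effect; 100% = response of the positive control SU9516; nearly all actives have a fitted effect of over 60% in size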
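Alpha7betagal+/- myoblasts (passage 13) were plated 16-24 hr, then exposed to compounds (1:260 dilution of DMSO stock) for 48 hours at 37C. After MPER lysis, β-galactosidase reporter activity was read as FDG fluorescence (ex 480/em 540) after 30 minutes.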
BRCA1 expr up = increases BRCA1 expression. MCF7-BRCA1-FFLuc reporter, luminescence, 48 h; response scale: scaled: vehicle 0%, 10 µM genistein 100%. Potency, µM (doses to about 46.1 µM), inactives show top-dose activation, usual class: activators. 1.1% of 380,000 active; also: potency is read from the fitted curve at half-maximal effect; nearly all actives have a fitted effect of over 80% in size; some results filed as inactive show a strong effect at the top dose
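MCF7-BRCA1-FFLuc, 2000 cells/well; 2 h attach, 37 °C/5% CO2; compound 48 h; luciferase substrate 15 min; luminescence end-point. Norm. to genistein 10 microM max activation and DMSO; concentration-response curves fitted.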
USP2a block = USP2a (human) protease inhibition. O75604. USP2 core, Ub-CHOP2 coupled fluorogenic reporter, 485/531. Potency, µM (doses to about 38.3 µM), inactives show top-dose activity change, negative = inhibition, hits mostly inhibitors. 0.01% of 330,000 active;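 also: potency is read from the fitted curve at half-maximal effect; plate controls were DMSO wells for no effect and full inhibition by NEM control for full effect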
Target sequence (O75604 whole entry, looked up): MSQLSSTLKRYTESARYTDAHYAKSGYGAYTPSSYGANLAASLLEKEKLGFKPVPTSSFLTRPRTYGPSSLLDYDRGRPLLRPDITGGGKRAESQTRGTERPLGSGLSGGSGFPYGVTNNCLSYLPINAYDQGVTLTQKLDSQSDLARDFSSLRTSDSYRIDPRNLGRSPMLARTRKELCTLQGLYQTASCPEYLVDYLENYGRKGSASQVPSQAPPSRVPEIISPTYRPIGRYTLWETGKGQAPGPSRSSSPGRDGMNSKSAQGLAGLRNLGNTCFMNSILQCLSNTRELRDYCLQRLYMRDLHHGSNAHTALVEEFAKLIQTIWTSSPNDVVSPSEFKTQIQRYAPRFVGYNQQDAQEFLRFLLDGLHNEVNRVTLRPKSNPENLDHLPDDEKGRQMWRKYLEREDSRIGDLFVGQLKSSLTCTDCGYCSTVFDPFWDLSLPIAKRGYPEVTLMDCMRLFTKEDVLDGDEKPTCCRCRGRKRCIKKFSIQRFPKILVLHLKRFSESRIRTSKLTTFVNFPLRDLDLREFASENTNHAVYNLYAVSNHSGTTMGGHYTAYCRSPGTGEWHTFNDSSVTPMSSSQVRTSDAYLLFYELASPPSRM
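USP2 core (10nM final) preincubated 30min RT with compound in 20mM Tris-HCl pH 8.0, 2mM CaCl2, 2mM beta-mercaptoethanol, 0.05% CHAPS; 25nM Ub-CHOP2 plus 25nM reporter substrate added, fluorescence (Ex485/Em531) read after 60min.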
p53 reactivation = restores transcriptional activity of mutant p53 | H1299 p53-A138V BP100-luciferase reporter, luminescence, 24 h | Potency, µM (titrated, usually from 92.2 µM), without a hit: top-dose activity change, positive = activation, actives largely listed as activators | 0.063% of 320,000 active | AID 504706; also: potency is read from the fitted curve at half-maximal effect; % of control where 0% means no effect; nearly all actives have a fitted effect of over 45% in size
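H1299 (p53-null), stable ts p53-A138V + BP100-Luc; 1000 cells/well, Opti-MEM/10% FBS; cpd 4 pt, 1:5; 24 h, 37 deg C, 5% CO2; detection reagent 10 min RT; luminescence.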
ELG1 genotoxic = induces genotoxicity in HEK293T cells with luciferase-tagged ELG1 | HEK293T ELG1-luciferase reporter, luminescence, 16 h | Potency, µM (series often up to 46 µM), for the others: top-dose activity change, positive = activation, actives largely listed as activators | 1.3% of 330,000 active; also: potency is read from the fitted curve at half-maximal effect; % of control where 0% means no effect; nearly all actives have a fitted effect of over 60% in size
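Reporter readout depends on ELG1 protein level, which increases with genetic stress. After 16 hr compound exposure at 37 °C, luciferase activity was quantified using ONE-Glo.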
PTAP TSG101 blk = blocks PTAP/TSG101 interaction to inhibit HIV-1 budding; Q99816; Potency, µM (doses to about 115 µM), without a hit: at the top dose activity change, negative = inhibition, actives largely listed as inhibitors; 340,000 tested, under 10 active; Fluorescence polarization, FITC-PTAP peptide / Tsg101 binding; active = well fitted inhibition curve with a large enough effect in the main read-out, with a control signal flat, not every such curve was filed as active; inconclusive = small, poorly fitted or top-dose-only effect, or effect the other way, or a change in a side signal; inactive = no such curve, though single readings can be large or run the other way; also: potency is read from the fitted curve at half-maximal effect; % of control where 0% means no effect
Target sequence (Q99816 whole entry, looked up): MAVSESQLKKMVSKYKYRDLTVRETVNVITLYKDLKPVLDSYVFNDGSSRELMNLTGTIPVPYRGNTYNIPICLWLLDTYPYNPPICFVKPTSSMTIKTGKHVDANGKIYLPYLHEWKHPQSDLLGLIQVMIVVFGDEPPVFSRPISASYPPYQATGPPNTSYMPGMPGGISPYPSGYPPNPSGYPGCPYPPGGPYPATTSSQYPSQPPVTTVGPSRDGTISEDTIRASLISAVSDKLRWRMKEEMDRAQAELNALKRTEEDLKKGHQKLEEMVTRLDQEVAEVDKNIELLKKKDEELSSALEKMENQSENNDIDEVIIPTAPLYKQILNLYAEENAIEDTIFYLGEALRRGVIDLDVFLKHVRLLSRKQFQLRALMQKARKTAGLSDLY
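Tsg101 binding domain (10 uM final) was mixed with compound and a FITC-labeled PTAP peptide (50 nM final) in HEPES pH 7.5 buffer with NaCl, Tween 20, EDTA and TCEP; fluorescence polarization was read after 20 min at r.t.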
B2AR arrestin = recruits beta-arrestin to the human beta2-adrenergic receptor; P07550; beta-arrestin recruitment to beta2AR, cell-based reporter; Potency, µM (highest dose often 46.1 µM), without a hit: at the highest dose activation, hits mostly activators; 0.02% of 330,000 active;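 also: potency is read from the fitted curve at half-maximal effect; 0% = DMSO controls and full agonism = EC100 isoproterenol or metaproterenol; nearly all actives have a fitted effect of over 65% in size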
TRPV1 agonist = agonists of human vanilloid receptor 1 (TRPV1). Q8NER1. TRPV1-expressing cells, Fluo-8 calcium influx, agonist mode. activation, % at 8.33 µM. 0.19% of 320,000 active. AID 540275; in the data active = activation above about 80%; inconclusive = between about 30% and that limit; also: 0% is about no effect
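Fluo-8 calcium influx in TRPV1-expressing cells, kinetic read (ex 480/em 520 nm). Compound added and read 3 min for agonist activity, followed by capsaicin at EC20 final and 2 min further read for enhancement.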
uPA surface inh = inhibitors of cell surface uPA generation. Potency, µM (series often up to 38.3 µM), for inactives: top-dose activity change, negative = inhibition, actives largely listed as inhibitors. cell surface uPA generation assay, qHTS. 0.31% of 330,000 active; active = well fitted inhibition curve with a large enough effect; inconclusive = small, poorly fitted or top-dose-only effect; inactive = no such curve, though single readings can be large or run the other way; tested in mouse RAW 264.7 cells; also: potency is read from the fitted curve at half-maximal effect; % is scaled to controls: 0 for no effect and ±100 for the full control effect; nearly all actives have a fitted effect of over 55% in size
ASM inhibitor = blocks human secretory acid sphingomyelinase | P17405 | placental ASM, HMU-PC fluorogenic substrate, 60 min | Potency, µM (series often up to 57.5 µM), for inactives: at the top dose activity change, negative = inhibition, hits mostly inhibitors | 0.006% of 340,000 active | AID 504937; also: potency is read from the fitted curve at half-maximal effect
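Human placenta-derived ASM preincubated with compound 10 min at room temperature, then reacted with 9 uM (final) fluorogenic HMU-PC substrate for 60 min at 37 C. Stop solution raises pH to 10; fluorescence read at Ex 386/Em 447 nm.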
Eya2 inh = inhibitors of human Eya2 phosphatase activity | Potency, µM (series often up to 76.9 µM), inactives show at the top dose activity, negative = inhibition, actives largely listed as inhibitors | AID 488837 | recombinant Eya2, OMFP fluorescence dephosphorylation (OMFP is methylfluorescein phosphate) | O00167 | 0.006% of 330,000 active; also: potency is read from the fitted curve at half-maximal effect; % is scaled to controls: 0 for no effect and ±100 for the full control effect
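Eya2 (0.2 uM) preincubated 10 min at ambient with compound, then OMFP substrate added at 50 uM; 10 min reaction in 50 mM HEPES pH 7.5, 50 mM NaCl, 5 uM MgCl2, 0.05% BSA, 1 mM DTT. Fluorescence read at Ex 485/Em 525 nm.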
An asterisk follows results filed as active; ? = inconclusive; nt = no result given; [ ] = remark or other dose. Unless noted, calls follow the shape of the dose curve; as a rule, active = well fitted curve in the direction sought with a large enough effect; inconclusive = small, poorly fitted or top-dose-only effect, or another doubt; inactive = no such curve, though single readings can be large; an effect the other way counts as inactive or inconclusive.

SMILES | Integrin act MD | BRCA1 expr up | USP2a block | p53 reactivation | ELG1 genotoxic | PTAP TSG101 blk | B2AR arrestin | TRPV1 agonist | uPA surface inh | ASM inhibitor | Eya2 inh
CCN(CC)CCn1c2c(c(SCC(=O)Nc3nc4ccccc4s3)nc1=O)CCCC2 | -9% | -21% | 1% | 6% | 1% | -4% | 0.2% | 2 | -1% | -5% | 8%
Cn1c(N)c(C(=O)COC(=O)c2ccc(C(F)(F)F)cc2)c(=O)n(C)c1=O | -1% | 1% | 1% | -9% | 0% | 0% | -0.2% | nt | 9% | -11% | -4%
C=CCNC(=O)Cn1c(=O)c2c(ncn2CCC(C)C)n(Cc2ccccc2)c1=O | ? | 11% | -2% | -6% | 1% | -2% | -0.1% | -2 | nt | -1% | 3%
O=C(Cn1cc(SCc2ccc(Cl)cc2)c2ccccc21)N1CCOCC1 | 14% | ? | 1% | ? | 1% | -5% | -0.4% | 14 | 0% | -1% | -8%
CC1CCCN(C(c2cccs2)c2nnnn2Cc2ccccc2)C1 (stereo unspecified) | -35% | -62% | 1% | -1% | -12% | 2% | 0.1% | 12 | 0% | -1% | 4%
O=C(c1ccc2c(c1)C(=O)N(Cc1ccco1)C2=O)N1CCOCC1 | 4%[7.66 µM] | 9% | 4% | -2% | 1% | -9% | -0.1% | 0 | nt | 4% | 0%
OCCC1CN(Cc2cc3ccccc3o2)CCN1Cc1ccc(F)cc1 (stereo unspecified) | -19% | -18% | 3% | 3% | -7% | -1% | -0.5% | 4 | 16% | 4% | 2%
Cc1ccccc1OCCOC(=O)c1c(-c2ccccc2)noc1C | -18% | 0% | 0% | 4% | -9% | -3% | -0.6% | 13 | -1% | 3% | 5%
Cc1nnc(SCc2ccccc2)n(N)c1=O | 1% | -16% | 3% | -1% | 4% | 0% | 3.6% | -2 | 6% | 2% | -2%
Cc1ccc(NS(=O)(=O)c2cc(C(=O)N(C)C)ccc2C)cc1C | -23% | -1% | 5% | -4% | -1% | -9% | 0.1% | -1 | 1% | -1% | -28%
CC(C)(C)SC(=O)CC1NS(=O)(=O)OCC1NC(=O)OCC(Cl)(Cl)Cl (stereo unspecified) | -18% | 0% | 1% | 5% | -2% | -1% | -0.8% | 4 | 11% | -3% | -4%
COc1ccc(N2CCN(C(=O)COC(=O)[C@@H](NC(=O)c3c(F)cccc3F)C(C)C)CC2)cc1 | -5% | -19% | nt | nt | nt | -6% | nt | nt | 14% | -2% | nt
Cc1ccccc1Cn1nc(C)c(NC(=O)c2noc3c2CCc2ccccc2-3)c1C | 0% | -19% | -2% | -7% | -1% | -7% | -0.1% | 1 | 12% | -5% | -17%
O=C1CN(C(=O)c2ccccc2[N+](=O)[O-])C(c2ccccc2)c2cc(Br)ccc2N1 (stereo unspecified) | 9% | -35% | 0% | -6% | -4% | -2% | 0.1% | ? | -7% | -2% | -3%
Nc1c(NCc2ccccc2)c(=O)[nH]c(=O)n1Cc1ccccc1 | 6% | -22% | 10% | -2% | 3% | -5% | -0.7% | 0 | 1% | 6% | 1%
C/C(=N/NC(=O)C1CCCCC1)c1ccc([N+](=O)[O-])cc1 | 10% | -2% | 3% | 9% | 3% | 1% | -0.3% | 20 | -3% | -2% | 0%
CC1(C)C(c2ccccn2)=[N+]([O-])C(C)(C)N1O | -1% | 0% | -1% | -5% | 0% | -1% | 0.2% | 0 | 8% | 0% | -12%
CCN(CC(=O)Nc1ccccc1OC)CC(=O)Nc1ccccc1C(F)(F)F | -10% | -47% | 1% | -4% | -11% | 0% | 0.5% | 15 | 1% | 2% | -8%
CCCCN(C)C(=O)Cn1cnc2sc(C)cc2c1=O | 6% | 4% | 1% | -8% | -1% | 3% | -0.1% | 0 | 3% | 2% | 8%
Nc1nc2ccc(NC(=O)c3ccco3)cc2s1 | -8% | 42% | 1% | ? | ? | -1% | 0.1% | -2 | -1% | 6% | 1%
COc1cc(NC(=O)c2ccc3c(c2)OCCO3)ccc1NC(=O)c1ccccc1Cl | 1% | 47% | 0% | -2% | 12% | -5% | 0.3% | 3 | 1% | -5% | 13%
Cc1cc2[nH]c(=O)c(=O)[nH]c2cc1S(=O)(=O)Nc1cccc(Cl)c1 | ? | 6% | 1% | 7% | 0% | -8% | -0.1% | 2 | -2% | -17% | 2%
CC(=O)NCc1ccc(C(=O)CCl)cc1 | -1% | -17% | 1% | -9% | ? | 0% | 6.7% | -2 | -7% | 1% | -2%
COc1ccc(NC(=O)CN(C)C(=O)c2ccc(-c3cccc(C(F)(F)F)c3)o2)cc1 | 11% | 6% | 4% | -6% | 1% | -6% | -0.6% | ? | 4% | -10% | -13%
O/N=C/c1cn(-c2ccccc2)nn1 | 34% | 21% | 11% | 5% | 0% | -3% | -0.3% | 0 | 2% | 3% | -4%
CC(=O)Nc1cccc(-c2csc(Nc3ccc(Cl)cn3)n2)c1 | -8% | ? | 7% | 13% | ? | 0% | -0.7% | 8 | -16% | -17% | -12%
COc1cccc(/C=N/Nc2snc(SC)c2C#N)c1 | -20% | -4% | 1% | 14% | 2% | 1% | -0.1% | 5 | -5% | 8% | -11%
COc1cc(NC2CCCCC2O)c2nc(-c3ccc(Cl)cc3)ccc2c1 (stereo unspecified) | -56%[inhibitor] | 13% | -1% | ? | 3% | -1% | -0.8% | 9 | -29% | -24% | -7%
O=c1cc(S(=O)(=O)Cc2ccccc2)[nH]c(=O)[nH]1 | 0% | -17% | nt | nt | nt | -3% | nt | nt | -2% | 7% | nt
CCN(CC)c1ccc(N2C(=NC(=O)C3CCCO3)SC3CS(=O)(=O)CC32)cc1 (stereo unspecified) | 19% | 6% | 0% | -4% | 0% | -3% | 0.1% | -1 | -4% | 0% | 8%
COc1cc(NCC(=O)Nc2cccc(S(=O)(=O)N3CCCCC3)c2)cc(OC)c1OC | 0% | -16% | -17% | -3% | 0% | -10% | 0.1% | -2 | 4% | -8% | -19%
CCc1cc(CNC(=O)C2CCC(=O)N(Cc3cccc(F)c3)C2)on1 (stereo unspecified) | -9% | 7% | 0% | 11% | 10% | -5% | 0.2% | -4 | 0% | 4% | -5%
COc1ccc(Cl)cc1NC(=O)CCN1CCN(C)CC1 | -13% | -15% | -2% | -3% | 0% | -2% | -0.2% | -2 | 3% | 3% | -7%
CCOC(=O)C(NC(=O)c1ccc(OC)cc1)(N1CCOCC1)C(F)(F)F (stereo unspecified) | -10% | -6% | 4% | 5% | 1% | nt | 0.2% | 0 | 11% | 2% | 0%
Cc1ccc[n+](C(C)C(=O)Nc2ccc(C)c([N+](=O)[O-])c2)c1 (stereo unspecified) | -14% | 23% | 1% | -6% | 0% | 0% | -1.0% | -1 | -2% | -1% | 13%
Cc1nc2sc(C(=O)c3ccccc3)c(N)c2c2c1CCCC2 | 3% | -23% | -2% | ? | 12% | -3% | -0.1% | 3 | -10% | -26% | -11%
CC1(C)OC(=O)C(=CNc2ccccc2)C(=O)O1 | -8% | -1% | 2% | 2% | 12% | -10% | -0.9% | 3 | -2% | 2% | -6%
O=C1CC(Nc2ccccc2)C(=O)N1CCc1ccccc1 (stereo unspecified) | 12% | 0% | 1% | 5% | 4% | -6% | 0.3% | 10 | 4% | -1% | 6%
O=C(CN1C(=O)C2CC=C(Cl)CC2C1=O)N1CCOCC1 (stereo unspecified) | 33% | 25% | 0% | -4% | 0% | -5% | -0.1% | 3 | -6% | 6% | -12%
Cc1cccc(NC(=O)C(C)N2C(=O)C3C4CC(C(Br)C4Br)C3C2=O)c1 (stereo unspecified) | 11% | 5% | -4% | -2% | 0% | 1% | -0.3% | 3 | -3% | -16% | -3%
Cc1ccc(S(=O)(=O)N2CCCCC2)cc1NC(=O)COC(=O)C1=COCCO1 | 17% | 0% | 2% | -1% | -1% | -1% | -0.1% | -1 | 2% | -4% | 10%
CC(C(=O)N(C)C)N1c2cccc3cccc(c23)S1(=O)=O (stereo unspecified) | 0% | -6% | -1% | 2% | 3% | -5% | -0.7% | -3 | ? | 20% | 5%
N/C(=N\OC(=O)N1c2ccccc2Sc2ccccc21)c1ccccc1 | ? | 9% | 2% | 16% | 1% | -5% | -0.3% | 1 | -15% | -5% | -4%
O=C(CSc1ncnc2sc3c(c12)CCCC3)c1ccccc1 | -36% | ? | 1% | 6% | 5% | -2% | -0.1% | 2 | 6% | -4% | 5%
